Bioassay records as filed in PubChem BioAssay.
Rab9 promoter act = Rab9 promoter activation; AID 485297; actives 2.8% (n = 320,000); Huh7 Rab9 promoter-luciferase reporter, luminescence, 24 h; Potency, µM (highest dose often 9.22 µM), inactives show at the top dose activation, negative = inhibition, actives largely listed as activators; further: % of control where 0% means no effect; nearly all actives have a fitted effect of over 60% in size
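Using Huh7 cells stably transfected with Rab9 promoter–luciferase, compounds were incubated 24 h at 37 °C, 5% CO2; luciferase luminescence was read 10 min after reagent addition.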
RORg inh = inhibitors of mouse ROR gamma transcriptional activity. P51450. actives 5.4% (n = 310,000). Drosophila S2 Gal4-RORgamma UAS-luciferase reporter, 20 h. Potency, µM (top dose mostly 53.6 µM), without a hit: at the top dose activity change, negative = inhibition, usual class: inhibitors; further: on the % scale 0 is the no-effect control and ±100 the full control effect; nearly all actives have a fitted effect of over 60% in size
Target sequence (P51450 whole entry, looked up, the tested form may be a part): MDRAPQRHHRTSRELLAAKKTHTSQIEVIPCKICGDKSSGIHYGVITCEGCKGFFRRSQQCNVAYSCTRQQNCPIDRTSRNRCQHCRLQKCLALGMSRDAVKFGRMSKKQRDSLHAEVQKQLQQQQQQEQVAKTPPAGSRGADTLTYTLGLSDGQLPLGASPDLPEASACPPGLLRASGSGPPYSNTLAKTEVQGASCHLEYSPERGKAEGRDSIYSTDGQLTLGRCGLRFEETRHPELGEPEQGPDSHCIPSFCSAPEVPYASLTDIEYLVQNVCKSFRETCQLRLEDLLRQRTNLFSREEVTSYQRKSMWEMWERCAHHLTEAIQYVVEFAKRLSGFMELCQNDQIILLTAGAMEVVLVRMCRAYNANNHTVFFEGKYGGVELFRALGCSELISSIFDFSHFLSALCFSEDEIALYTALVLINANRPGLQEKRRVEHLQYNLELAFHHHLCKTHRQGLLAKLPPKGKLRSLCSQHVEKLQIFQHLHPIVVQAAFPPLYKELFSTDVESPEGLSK
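Stably transfected Drosophila Schneider cells are the test system, with ROR gamma fused to Gal4 and luciferase under UAS control; luminescence is read after 20 hr of 700 uM copper sulfate induction at ambient temperature.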
uPA generation = cell surface uPA generation inhibition | cell surface uPA generation assay, qHTS | Potency, µM (top dose mostly 38.3 µM), without a hit: at the highest dose activity change, negative = inhibition, most hits filed as inhibitors | actives 0.31% (n = 330,000) | AID 540303; active means well fitted inhibition curve with a large enough effect; inconclusive means small, poorly fitted or top-dose-only effect; inactive means no such curve, though single readings can be large or run the other way; tested in mouse RAW 264.7 cells; further: on the % scale 0 is the no-effect control and ±100 the full control effect; nearly all actives have a fitted effect of over 55% in size
ELG1 genotox = inducers of genotoxicity in HEK293T ELG1-luciferase cells; HEK293T ELG1-luciferase reporter, luminescence, 16 h; Potency, µM (doses to about 46 µM), for the others: top-dose activity change, positive = activation, hits mostly activators; actives 1.3% (n = 330,000); AID 504466; further: % of control where 0% means no effect; nearly all actives have a fitted effect of over 60% in size
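HEK293T cells expressing luciferase-tagged ELG1 were exposed to compound or DMSO vehicle for 16 hr at 37 °C and 5% CO2. Luciferase activity was then measured with ONE-Glo after 30 min at room temperature.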
FLuc counter = counter-screen for miR-21 project: firefly luciferase inhibitors or activators; P08659; purified FLuc, Km substrates, luminescence inhibition; Potency, µM (highest dose often 57.5 µM), inactives show top-dose activity change, negative = inhibition, most hits filed as inhibitors; actives 6.9% (n = 360,000); AID 588342;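 further: plate controls were vehicle for no effect and reference inhibitor for full effect; nearly all actives have a fitted effect of over 55% in size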
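Biochemical qHTS of compounds, final roughly 60 µM downward over six points, against 10 nM purified firefly luciferase using Km concentrations of substrates (10 uM D-luciferin, 10 uM ATP) in Tris acetate pH 7.5 buffer; luminescence output.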
BRCA1 expr up = increases BRCA1 expression. Potency, µM (series often up to 46.1 µM), without a hit: at the top dose activation, actives largely listed as activators. MCF7-BRCA1-FFLuc reporter, luminescence, 48 h; response scale: scaled: vehicle 0%, 10 µM genistein 100%. AID 624202. actives 1.1% (n = 380,000); further: nearly all actives have a fitted effect of over 80% in size; some results filed as inactive show a strong effect at the top dose
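Luminescence from a BRCA1-driven firefly luciferase in MCF7 cells was read after 48 h compound exposure at 37 C. Data normalized against DMSO and a 10microM genistein activation control, then curve-fitted across the titration.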
MLL CXXC-DNA inh = MLL CXXC-DNA interaction inhibition. Potency, µM (highest dose often 115 µM), for inactives: at the highest dose activity change, negative = inhibition, usual class: inhibitors. MLL-CXXC / FITC-HOXA9 DNA fluorescence polarization. Q03164. actives 0.037% (n = 290,000). AID 2662; active means well fitted inhibition curve with a large enough effect in the polarisation, with a control signal flat, not every such curve was filed as active; inconclusive means small, poorly fitted or top-dose-only effect, or effect the other way, or a change in a side signal; inactive means no such curve, though single readings can be large or run the other way; the % refers to the polarisation
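Steps: dispense CXXC domain solution (7 uM) → pin compounds or unlabeled HOX-A9 DNA control → 5 min ambient → add FLSN-HOX-A9 solution (50 nM) → spin → 30 min ambient → fluorescence polarization. Tris pH 7.5/NaCl/DTT/BSA buffer.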
p53 reactivation = mutant p53 re-activation in reporter cells; actives 0.063% (n = 320,000); H1299 p53-A138V BP100-luciferase reporter, luminescence, 24 h; Potency, µM (highest dose often 92.2 µM), for the others: at the highest dose activity change, positive = activation, usual class: activators; AID 504706; further: % of control where 0% means no effect; nearly all actives have a fitted effect of over 45% in size
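p53-null H1299 cells stably carrying temperature-sensitive p53-A138V and a BP100-luciferase reporter were pinned with compounds (4-point, 1:5 series) and held 24 hrs at 37 deg C. Luminescence was read 10 min after detection reagent.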
MBNL1-CUG inh = blocks human MBNL1 binding to CUG repeat RNA; TR-FRET MBNL1-His/biotin-(CUG)12 binding, 665/545 ratio; Potency, µM (doses to about 57.5 µM), for the others: at the highest dose activity change, negative = inhibition, most hits filed as inhibitors; actives 0.036% (n = 280,000); AID 2675; active means well fitted inhibition curve with a large enough effect in the signal ratio, with a control signal flat, not every such curve was filed as active; inconclusive means small, poorly fitted or top-dose-only effect, or effect the other way, or a change in a side signal; inactive means no such curve, though single readings can be large or run the other way; the % refers to the signal ratio; further: on the % scale 0 is the no-effect control and ±100 the full control effect
Target sequence (Q9NR56 whole entry, looked up): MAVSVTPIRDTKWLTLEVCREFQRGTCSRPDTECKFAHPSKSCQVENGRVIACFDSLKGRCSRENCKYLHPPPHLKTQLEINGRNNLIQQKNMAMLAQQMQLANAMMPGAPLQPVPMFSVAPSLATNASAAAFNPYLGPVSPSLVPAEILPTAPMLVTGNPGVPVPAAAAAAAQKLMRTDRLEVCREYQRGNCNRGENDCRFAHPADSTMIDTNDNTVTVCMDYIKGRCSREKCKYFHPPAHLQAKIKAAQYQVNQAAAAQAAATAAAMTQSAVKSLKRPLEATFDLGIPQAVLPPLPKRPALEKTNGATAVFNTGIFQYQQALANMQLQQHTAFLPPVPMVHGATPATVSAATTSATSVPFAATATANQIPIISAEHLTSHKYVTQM
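Compound titration spanned 92 nM–58 uM against the MBNL1-His/biotin-(CUG)12 complex. After 60 min at room temperature with 5 nM streptavidin-XL665 and 0.055 ng/ul terbium anti-His, ratiometric 665/545 nm emission (Ex 340 nm) normalized to controls.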
VP16 counter = Gal4-VP16 reporter inhibition counter-screen. Drosophila S2 Gal4-VP16 UAS-luciferase, luminescence, 20 h. Potency, µM (doses to about 53.6 µM), without a hit: top-dose activity, negative = inhibition, usual class: inhibitors. actives 3.5% (n = 310,000);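 further: Gal4-VP16 expression switched on by copper sulfate through the metallothionein promoter; on the % scale 0 is the no-effect control and ±100 the full control effect; nearly all actives have a fitted effect of over 50% in size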
NPC1 promoter act = NPC1 promoter activation; Huh7 NPC1 promoter luciferase reporter, 24 h; Potency, µM (doses to about 9.22 µM), without a hit: at the top dose activation, hits mostly activators; actives 2.4% (n = 320,000); AID 485313;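 further: % of control where 0% means no effect; nearly all actives have a fitted effect of over 60% in size; reporter is driven by a mutant NPC1 promoter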
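Cells: Huh7 expressing luciferase under the NPC1 promoter, 1500/well. Seeded 2 h, compound added, incubated 24 h at 37 °C. Luciferase reagent, 10 min ambient, then luminescence.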
Active calls of the source: *; ? = inconclusive; . = not tested or not shown; [ ] = remark or other dose. Unless noted, the call rests on the fitted dose curve; in most records, active means well fitted curve in the direction sought with a large enough effect; inconclusive means small, poorly fitted or top-dose-only effect, or another doubt; inactive means no such curve, though single readings can be large; an effect the other way counts as inactive or inconclusive. Potency means the concentration at half of the fitted maximal effect. Not all compounds are listed; the hit share may differ from the screen's.

Below each compound – p53 reactivation | RORg inh | uPA generation | NPC1 promoter act | Rab9 promoter act | ELG1 genotox | MLL CXXC-DNA inh | FLuc counter | BRCA1 expr up | MBNL1-CUG inh | VP16 counter
> COc1ccc(OC)c(S(=O)(=O)NCCc2ccccc2)c1
 : 17.2% | 39.4% | -30.3% | 15.6% | 3.9% | 16.7% | 3.3% | 4.7% | 56.5% | -3.6% | 11.7%
> O=C(CSc1nnc(NC(=O)c2c(F)cccc2F)s1)NC1CCCCC1
 : 3.4% | -1.6% | -1.3% | 8.1% | -0.1% | 6.3% | -0.4% | ? | 10.9% | -10.4% | -15.0%
> Cc1ccc(CNC(=O)/C(C#N)=C/c2ccc(C)s2)cc1
 : -0.1% | 11.3% | 1.0% | -6.4% | 3.3% | 4.9% | 1.4% | -0.6% | -9.2% | -2.3% | 3.1%
> O=C(Cn1nc(C(F)F)cc1C(F)F)NNC(=S)Nc1ccc(F)cc1
 : -3.6% | -39.9% | . | -4.4% | 1.3% | -0.5% | -4.9% | 2.0% | 4.6% | 2.3% | -8.4%
> COCCCn1c(SCc2nnc(-c3ccc(OC)c(OC)c3)o2)nnc1-c1ccncc1
 : -1.0% | -20.7% | 6.6% | 1.6% | -6.9% | 0.3% | 1.9% | -0.2% | -11.2% | ? | 3.8%
> Brc1ccccc1-c1nnc(COc2ncnc3ccccc23)o1
 : -2.0% | 1.1% | -0.2% | -1.3% | -3.3% | 0.6% | 17.7% | ? | 3.5% | 2.5% | -2.1%
> O=C(c1ccccc1C(=O)N1CCN(c2ccc(F)cc2)CC1)N1CCN(c2ccc(F)cc2)CC1
 : -6.9% | -1.5% | -7.6% | 0.4% | -1.4% | -6.3% | 0.6% | -0.7% | -22.1% | 5.4% | 10.4%
> O=C(NCc1ccc(Cl)cc1)c1ccc(CS(=O)Cc2cccc(Cl)c2)o1 (configuration not stated)
 : -1.5% | 18.2% | 2.2% | -1.5% | -2.3% | -4.5% | -1.2% | 0.0% | 12.7% | 1.0% | 1.3%
> CC(C)n1cc(-c2nc(C(=O)NN)cs2)c(=O)n(Cc2ccccc2)c1=O
 : -1.5% | 3.7% | -2.5% | 1.1% | -3.0% | -2.6% | -3.6% | -10.1% | -3.1% | 9.5% | -6.7%
> CCCCCc1nnc(NC(=O)C2=COCCO2)s1
 : 24.9% | . | -1.4% | 2.82µM* | 2.24µM* | ? | . | 19µM* | 60.8% | . | .
> CCOC(=O)CNS(=O)(=O)c1c(C)noc1C
 : 2.8% | -1.8% | 9.0% | 1.8% | -5.9% | 1.7% | -4.5% | -1.3% | -1.5% | 2.9% | 1.1%
> O=C1CCc2cc(NS(=O)(=O)c3ccc([N+](=O)[O-])cc3)cc3c2N1CC3
 : 0.3% | . | -4.3% | -0.6% | -3.4% | 1.0% | . | 1.9% | -33.9% | . | .
> O=C(NCCC1=CCCCC1)c1cccc2c1C(=O)N(C1CCCCC1)C2
 : 1.7% | 11.5% | -17.5% | -4.7% | -8.6% | -9.4% | -4.0% | -2.9% | -27.2% | -1.8% | 4.0%
> CCOC(=O)CSc1nc2sc3c(c2c(=O)n1C1CCCCC1)CCN(C)C3
 : -7.2% | -10.5% | -10.7% | -3.2% | -2.7% | -1.3% | 12.1% | -4.4% | 0.8% | 31.3%[activator] | -5.0%
> CCCCc1cc(=O)oc2c(C)c(OCC(=O)NCC3CCC(C(=O)O)CC3)ccc12 (configuration not stated)
 : . | 10.1% | 2.9% | 2.1% | -2.8% | 12.5% | -3.1% | -1.7% | 4.8% | 5.1% | 2.2%

Just MLL CXXC-DNA inh, NPC1 promoter act and p53 reactivation, for 2 of the compounds above:
molecule | MLL CXXC-DNA inh | NPC1 promoter act | p53 reactivation
CCOC(=O)CNS(=O)(=O)c1c(C)noc1C | -4.5% | 1.8% | 2.8%
CC(C)n1cc(-c2nc(C(=O)NN)cs2)c(=O)n(Cc2ccccc2)c1=O | -3.6% | 1.1% | -1.5%

Next section:
Below each compound – p53 reactivation | RORg inh | uPA generation | NPC1 promoter act | Rab9 promoter act | ELG1 genotox | MLL CXXC-DNA inh | FLuc counter | BRCA1 expr up | MBNL1-CUG inh | VP16 counter
> Cc1ccc(/C=N/NC(=O)c2ccc3ccccc3c2)s1
 : 4.3% | 3.55µM* | 4.47µM* | -19.8% | -10.9% | ? | -7.8% | 26.9µM* | 36.1% | ? | 5.01µM*
> CCOC(=O)c1[nH]c2ccccc2c1NC(=O)C1CCCC1
 : -3.5% | 31.0% | -16.5% | -1.2% | 0.5% | -5.0% | 7.7% | 1.5% | -9.3% | 0.9% | 0.5%
> CCN(CC)CCCNc1nc2ccccc2[nH]1
 : -1.5% | -31.7% | 15.4% | -0.4% | 0.2% | -7.0% | 2.2% | 3.7% | 0.9% | 4.2% | 5.5%
> CC(=O)OCCOCn1cnn2c(=O)c(Br)c(C)nc12
 : 11.5% | -21.4% | -14.9% | 1.8% | -2.3% | 3.3% | -6.5% | -0.9% | 17.8% | 0.7% | -4.7%
> CSc1ccccc1C(=O)N1CCc2ccccc2C1
 : -3.4% | -3.8% | -0.7% | -3.2% | -1.7% | 3.5% | 33.3%[activator] | -13.7% | 42.3% | -7.2% | 25.1%
> CCOC(=O)C1CCN(C(=O)Cn2cnc3sc(C)c(S(=O)(=O)N4CCCCC4)c3c2=O)CC1
 : 3.7% | 33.0% | 6.8% | 0.3% | 0.8% | -4.0% | -3.6% | 0.4% | -13.3% | -5.8% | -1.3%
> O=C(Nc1cc2c3c(c1)CC(=O)N3CCC2)C1CCCCC1
 : -5.3% | . | 0.7% | -1.8% | -2.3% | 21.1% | . | -1.6% | -28.5% | . | .
> Cc1ccccc1NS(=O)(=O)c1ccc(C(=O)NCC(c2ccco2)N2CCCCC2)cc1 (configuration not stated)
 : -5.8% | . | -0.4% | 0.7% | -5.1% | ? | . | 1.6% | -15.1% | . | .
> CC(C)CCN1CCNC(=O)C1CC(=O)Nc1ccc(F)cc1 (configuration not stated)
 : -1.9% | -9.3% | 2.6% | -2.3% | 0.6% | -0.8% | -2.9% | 5.2% | -4.4% | -2.5% | 1.8%
> Cn1c(SCC(=O)c2ccc(O)c(O)c2)nnc1-c1ccccc1
 : 17.7% | 0.0% | ? | -0.6% | 4.1% | 9.8% | -1.4% | -17.8% | 4.5% | -8.4% | 6.2%
> COc1ccccc1NC(=O)COc1ccc(Br)cc1CNC1CCCC1
 : 23.8% | -18.7% | 2.3% | -3.0% | -3.3% | -8.2% | -3.5% | -1.2% | -38.6% | 1.2% | -12.2%
> CC(=O)N1c2ccc(S(=O)(=O)NCC3CCC(C(=O)N4CCC(C)CC4)CC3)cc2CC1C (configuration not stated)
 : -2.9% | 12.4% | -10.7% | -0.9% | -0.9% | 1.7% | 14.3% | -1.2% | -28.9% | 2.9% | -6.7%
> Cc1ccc(/C=C/C(=O)OCC(=O)NC(=O)NCc2ccccc2)cc1
 : 11.3% | . | -0.3% | -8.6% | 0.8% | 0.7% | . | 7.4% | 8.1% | . | .
> CCCNC(=O)c1cc(-c2ccco2)on1
 : ? | ? | . | ? | 3.55µM* | 16.4µM* | 0.5% | 16.9µM* | -37.8% | 8.1% | -12.6%
> O=C(C1CCN(S(=O)(=O)c2ccccc2)CC1)N1CCN(Cc2ccccc2)CC1
 : -10.0% | 4.7% | 3.6% | -1.7% | -6.0% | -5.5% | 15.4% | -1.3% | -23.9% | -3.3% | -5.7%
> CCCCOc1ccc(CNC(=O)NS(=O)(=O)c2ccc(OCC)cc2)cc1
 : -4.9% | 13.8% | -1.1% | -0.7% | -5.2% | -1.5% | -0.4% | 2.8% | -0.6% | 6.4% | -0.4%
> CCCCCn1c(SCC(=O)CC(=O)OCC)nc2cc(C(=O)N3CCC(C(N)=O)CC3)ccc2c1=O
 : -4.0% | 7.9% | -0.3% | -1.1% | 2.1% | -7.6% | 6.8% | 0.9% | -4.1% | 6.3% | -0.9%
> COc1ccc(C2=NN(C(C#N)c3ccc(OC)c(OC)c3)C(c3ccccc3)C2)cc1 (configuration not stated)
 : ? | ? | -7.9% | 14.4% | ? | 5.8µM* | 0.3% | 12µM* | 36.0% | 13.1% | ?
> COc1ccc(/C=C2/SC(=S)N(CCCC(=O)Nc3ccc(O)cc3)C2=O)cc1OC
 : -4.3% | 11.3% | ? | -2.0% | 0.7% | -0.3% | 8.5% | -3.6% | -69.5% | -3.4% | -6.7%
> Cn1c(=O)c2c(nc(SCC(=O)NCc3ccc4c(c3)OCO4)n2Cc2ccccc2)n(C)c1=O
 : -6.9% | -7.1% | 4.5% | -0.9% | -7.5% | -2.6% | 11.6% | -2.0% | -0.6% | 4.3% | -8.5%
